12-LOX inh – inhibitors of human 12S-lipoxygenase ALOX12. P18054. purified 12hLO, xylenol orange hydroperoxide absorbance. Potency, µM (titrated, usually from 108 µM), without a hit: at the highest dose activity change, negative = inhibition, usual class: inhibitors. actives 1.1% (n = 580,000). AID 1671190; also: potency is read from the fitted curve at half-maximal effect; % is scaled to controls: 0 for no effect and ±100 for the full control effect
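Purified human 12hLO (150 nM final) in 25 mM Hepes, 0.01% Triton X-100, pH 7.0 was preincubated 15 min at room temperature with compound. Then 40 uM arachidonic acid was added, 30 min. Hydroperoxide was read by Fe-XO absorbance ratio 573/405 nm.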
D2 agonist – D2 dopamine receptor (human) agonism; HEK293 T-REx D2 cells, calcium flux agonist mode; activation, % at 2 µM; actives 0.53% (n = 340,000); AID 485358;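 active = activation over 3 SD above normal in the single-dose calcium agonist read, cut at about 30% in these data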; also: 0% is about no effect
Target sequence (P14416 whole entry, looked up): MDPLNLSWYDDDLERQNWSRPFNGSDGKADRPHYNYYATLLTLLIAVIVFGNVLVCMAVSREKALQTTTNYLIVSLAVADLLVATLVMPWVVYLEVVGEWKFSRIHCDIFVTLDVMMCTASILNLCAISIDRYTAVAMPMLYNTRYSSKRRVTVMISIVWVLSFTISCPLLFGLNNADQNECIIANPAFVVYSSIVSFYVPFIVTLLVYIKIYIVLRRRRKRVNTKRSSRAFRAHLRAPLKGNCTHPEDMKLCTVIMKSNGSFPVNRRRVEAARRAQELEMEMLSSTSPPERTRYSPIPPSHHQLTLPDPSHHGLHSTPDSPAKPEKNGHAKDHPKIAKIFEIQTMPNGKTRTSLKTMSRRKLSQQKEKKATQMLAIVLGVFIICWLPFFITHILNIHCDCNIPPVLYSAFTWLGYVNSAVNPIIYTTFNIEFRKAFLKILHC
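Agonism scored from kinetic calcium signal (1 read/sec, 180 s) following compound pin transfer, after a 10 s baseline. Cells: HEK293 Trex line expressing inducible D2 receptor coupled to calcium, dye-loaded after overnight culture at 30 C.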
LDHA inh – inhibitors of human lactate dehydrogenase A; P00338; purified LDHA, NADH/diaphorase-resazurin fluorescence; stronger effect = lower value; activity change, % (values are at about 110 or 230 µM); actives 0.15% (n = 480,000); in the data active = activity change below about -30%; inconclusive = mostly about -25% to -30%;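 also: plate controls were DMSO wells for no effect and wells without enzyme for full effect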
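LDH5 2 nM; NADH 0.06 mM, pyruvate 0.2 mM; 200 mM Tris pH 7.4, EDTA, Tween-20; 5 min RT. Detection: diaphorase 0.133 mg/mL + resazurin 37 µM, fluorescence ex540/em590 at 0 and 20 min; normalized to enzyme-free and DMSO wells.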
Vif-A3F inh – Vif-A3F binding inhibition; HeLa A3F-eYFP + Vif (tagged APOBEC3F with the HIV-1 protein that degrades it), YFP fluorescence increase; Potency, µM (series often up to 46.1 µM), for the others: top-dose activity, negative = active; actives 0.2% (n = 390,000); also: potency is read from the fitted curve at half-maximal effect; % of control where 0% means no effect; nearly all actives have a fitted effect of over 65% in size
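Fluorescence increase (Ex 488/Em 500-530) after overnight compound treatment at 37 deg C flags inhibition of Vif-driven A3F-eYFP loss in stable HeLa A3F-eYFP/Vif cells seeded overnight beforehand.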
ERG-DNA inh – inhibitors of human ERG Ets domain-DNA interaction | fluorescence polarization, His-ERG Ets domain / labelled DNA | P11308 | AID 624246 | actives 0.028% (n = 370,000) | Potency, µM (top dose mostly 76.9 µM), without a hit: at the highest dose FP activity, negative = inhibition, actives largely listed as inhibitors; active = well fitted inhibition curve with a large enough effect in the polarisation, with a control signal flat; inconclusive = small, poorly fitted or top-dose-only effect, or effect the other way, or a change in a side signal; inactive = no such curve, though single readings can be large or run the other way; the % refers to the polarisation;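 also: polarization taken with two DNA probes labelled with fluorescein and Texas red; potency is read from the fitted curve at half-maximal effect; % of control where 0% means no effect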
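His-tagged ERG Ets domain (1 uM in the protein solution; 300mM KCl, 50mM Tris-HCl, 1mM EDTA, 1mM DTT, pH 7.5) received compound, then a probe mix of 5 nM fluorescein-DNA and 100nM Texas-615-DNA. Fluorescence polarization was read for both dyes.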
D2 antagonist – antagonizes the human D2 dopamine receptor; P14416; HEK293 TREx D2 cells, calcium flux, dopamine EC80; inhibition, % at 10 µM; actives 2% (n = 340,000); AID 485344; in the data active = inhibition above about 30%; also: 0% is about no effect
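Tetracycline-induced HEK293 T-REx cells expressing D2 force-coupled to calcium signalling were dye-loaded, exposed to compound for 180 s, then challenged with an EC80 of dopamine; calcium flux was followed kinetically for a further 180 s.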
RGS4 inh – inhibitors of human regulator of G protein signaling 4. P49798. Transcreener GDP fluorescence polarization, RGS4-accelerated GTP hydrolysis. Potency, µM (top dose mostly 114 µM), for the others: top-dose activity change, negative = inhibition, actives largely listed as inhibitors. actives 0.039% (n = 390,000). AID 504845; also: potency is read from the fitted curve at half-maximal effect; % is scaled to controls: 0 for no effect and ±100 for the full control effect; nearly all actives have a fitted effect of over 75% in size; some results filed as inactive show a strong effect at the top dose
Target sequence (P49798 whole entry, looked up): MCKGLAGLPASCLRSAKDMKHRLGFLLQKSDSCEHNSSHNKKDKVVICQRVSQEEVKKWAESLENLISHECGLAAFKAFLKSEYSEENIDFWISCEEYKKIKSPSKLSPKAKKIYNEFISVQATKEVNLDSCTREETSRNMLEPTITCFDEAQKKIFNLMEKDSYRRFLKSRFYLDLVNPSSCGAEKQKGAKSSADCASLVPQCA
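MLSMR compounds (23 nl, pin-transferred) preincubated 10 min at room temperature with a 500nM (2x) first reagent, then RGS4 at 900nM (2x) plus Transcreener GDP mix added; fluorescence polarization (620/688 nm) read before and after 90 min at 30 °C.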
Vif-A3G inh – Vif-A3G binding inhibition; Q9HC16; HeLa A3G-eYFP + Vif (tagged APOBEC3G with the HIV-1 protein that degrades it), YFP fluorescence, overnight; Potency, µM (series often up to 46.1 µM), for the others: at the top dose activity, negative = active, usual class: inhibitors; actives 0.076% (n = 410,000); AID 602310;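 also: potency is read from the fitted curve at half-maximal effect; % is scaled to controls: 0 for no effect and ±100 for the full control effect; nearly all actives have a fitted effect of over 60% in size; hits raise eYFP signal because A3G escapes Vif-driven loss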
Target sequence (Q9HC16 whole entry, looked up): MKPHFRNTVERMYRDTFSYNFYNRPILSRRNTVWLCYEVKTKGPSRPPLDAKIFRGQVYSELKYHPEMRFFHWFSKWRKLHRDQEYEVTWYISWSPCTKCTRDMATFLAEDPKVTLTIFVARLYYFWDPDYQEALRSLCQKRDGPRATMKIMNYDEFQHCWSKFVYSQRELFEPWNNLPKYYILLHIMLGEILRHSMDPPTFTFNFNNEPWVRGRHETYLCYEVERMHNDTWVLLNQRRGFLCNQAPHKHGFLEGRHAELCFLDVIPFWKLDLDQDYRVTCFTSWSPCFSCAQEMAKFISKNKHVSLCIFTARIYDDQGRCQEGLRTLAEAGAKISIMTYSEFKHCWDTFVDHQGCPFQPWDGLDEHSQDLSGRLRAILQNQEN
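Read-out is eYFP fluorescence (Ex 488/Em 500-530) from Vif-expressing HeLa A3G-eYFP cells; more signal means A3G escaped Vif-mediated degradation. Cells plated overnight, compound pinned in, incubated overnight at 37 deg C.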
GRP78 ERSR act – inducers of ER stress response in human glioma cells; AID 602332; actives 0.02% (n = 420,000); U87-MG GRP78 promoter luciferase reporter, 16 h; Potency, µM, for inactives: at the top dose activation, usual class: activators; also: potency is read from the fitted curve at half-maximal effect; series mostly up to about 76 µM; % of control where 0% means no effect; nearly all actives have a fitted effect of over 35% in size
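Stably transfected U87-MG human glioma cells carrying a GRP78-based luminescent sensor were seeded at 1000 cells/well, pin-dosed with compounds and incubated 16 h. Luciferase reagent was then added, and end-point luminescence was read after 10 min at room temperature.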
Starred values were filed as active, the others as inactive; [ ] = remark or other dose. Unless noted, calls follow the shape of the dose curve; as a rule, active = well fitted curve in the direction sought with a large enough effect; inconclusive = small, poorly fitted or top-dose-only effect, or another doubt; inactive = no such curve, though single readings can be large; an effect the other way counts as inactive or inconclusive.

For COc1ccc(CCNC(=O)c2ccc(Cn3c(=O)c4ccccc4n(Cc4ccc(F)cc4Cl)c3=O)cc2)cc1OC the results were 12-LOX inh 0%, D2 agonist 0.5, LDHA inh -4, Vif-A3F inh -1%, ERG-DNA inh 1%, RGS4 inh 6%, Vif-A3G inh -10% and GRP78 ERSR act -1%.
For Cc1cccc(CSC(Nc2ccc(F)cc2)=C(C#N)C#N)c1 the results were 12-LOX inh -6%, D2 agonist 13, LDHA inh 1, Vif-A3F inh 5%, ERG-DNA inh 1%, D2 antagonist 20, RGS4 inh -20%, Vif-A3G inh -6% and GRP78 ERSR act -3%.
C#CCOCCOCCOCCNc1nc(N2CCN(C(=O)CCCCCCCCCCNC(=O)[C@H]([C@@H](C)CC)n3cc(CCCCCN)nn3)CC2)nc(N2CCN(C(=O)CCCCCCCCCCNC(=O)[C@H](CCCCN)n3cc(CCCC(=O)O)nn3)CC2)n1 was read as D2 agonist 17, LDHA inh 0, Vif-A3F inh 0%, ERG-DNA inh 3%, D2 antagonist 0, RGS4 inh -34%, Vif-A3G inh -17% and GRP78 ERSR act -9%.
CC(=O)C1C(=O)CC(C)(O)C(C(C)=O)C1c1ccccc1 (stereo not drawn) was read as 12-LOX inh -5%, D2 agonist 0.2, LDHA inh -6, Vif-A3F inh -16%, ERG-DNA inh 5%, D2 antagonist 1, RGS4 inh -28%, Vif-A3G inh -1% and GRP78 ERSR act -5%.
Cc1cc2c(cc1S(=O)(=O)CCC(=O)N1CCCCC1C)OCC(=O)N2 (stereo not drawn) was read as 12-LOX inh -22%, D2 agonist 1.9, LDHA inh -2, Vif-A3F inh -2%, ERG-DNA inh 10%, RGS4 inh -39%, Vif-A3G inh 0% and GRP78 ERSR act -3%.
O=C(O)/C=C/c1cn(Cc2ccccc2Cl)nc1-c1ccccc1 was read as 12-LOX inh -6%, D2 agonist 1.0, LDHA inh -9, Vif-A3F inh 3%, ERG-DNA inh -4%, D2 antagonist 7, RGS4 inh 9%[11.4 µM], Vif-A3G inh -4% and GRP78 ERSR act -2%.
Screening CCC(=NOCc1ccccc1)C(=O)NNS(=O)(=O)c1ccc(C)cc1 returned 12-LOX inh -24%, LDHA inh -4, Vif-A3F inh 4%, ERG-DNA inh -19%, RGS4 inh -9%, Vif-A3G inh -1% and GRP78 ERSR act 0%.
Screening Cn1c(=O)c2cc(S(=O)(=O)NC(C(=O)N3CCCCCC3)c3ccccc3)ccc2n(C)c1=O (stereo not drawn) returned 12-LOX inh inconclusive, D2 agonist -0.4, LDHA inh 1, Vif-A3F inh -2%, ERG-DNA inh 1%, D2 antagonist 12, RGS4 inh 0%, Vif-A3G inh 0% and GRP78 ERSR act 0%.
For CCCCn1c(N)c(N(Cc2ccccc2OC)C(=O)c2sccc2C)c(=O)[nH]c1=O the results were 12-LOX inh -1%, D2 agonist -0.2, LDHA inh -3, Vif-A3F inh -17%, ERG-DNA inh -1%, RGS4 inh 9%, Vif-A3G inh -1% and GRP78 ERSR act -5%.
Screening O=C(O)c1cccc2c1C(=O)c1ccc(Cl)cc1S2(=O)=O returned 12-LOX inh inconclusive, D2 agonist -0.7, LDHA inh 0, Vif-A3F inh 0%, ERG-DNA inh 1%, D2 antagonist -11, RGS4 inh 6%, Vif-A3G inh -2% and GRP78 ERSR act -4%.
For CNc1nc(C)c(C(C)(C)C)s1 the results were 12-LOX inh 3%, D2 agonist -1.4, LDHA inh -8, Vif-A3F inh 10%, ERG-DNA inh -1%, D2 antagonist 1, RGS4 inh -7%, Vif-A3G inh 0% and GRP78 ERSR act -2%.
CC(=O)Oc1cccc(C(=O)Nc2ccccc2C(=O)N2CCCC2)c1 was read as 12-LOX inh 10%, D2 agonist -0.4, LDHA inh -3, Vif-A3F inh 4%, ERG-DNA inh 6%, D2 antagonist -4, RGS4 inh 12%, Vif-A3G inh -5% and GRP78 ERSR act -4%.

The final 2 entries of the part before come first, to join the parts:
For CNc1nc(C)c(C(C)(C)C)s1 the results were 12-LOX inh 3%, D2 agonist -1.4, LDHA inh -8, Vif-A3F inh 10%, ERG-DNA inh -1%, D2 antagonist 1, RGS4 inh -7%, Vif-A3G inh 0% and GRP78 ERSR act -2%.
CC(=O)Oc1cccc(C(=O)Nc2ccccc2C(=O)N2CCCC2)c1 was read as 12-LOX inh 10%, D2 agonist -0.4, LDHA inh -3, Vif-A3F inh 4%, ERG-DNA inh 6%, D2 antagonist -4, RGS4 inh 12%, Vif-A3G inh -5% and GRP78 ERSR act -4%.
`COc1ccc(CCCC(=O)NC2CCCCC2C)c(C)c1` (stereo not drawn) gave 12-LOX inh 8.9µM*, D2 agonist 0.0, LDHA inh -15, Vif-A3F inh -3%, ERG-DNA inh -8%, D2 antagonist 0, RGS4 inh -5%, Vif-A3G inh 1% and GRP78 ERSR act -4%.
Screening CCNc1nc(NCC)n2c(SCC(=O)c3ccccc3F)nnc2n1 returned 12-LOX inh 0%, D2 agonist 1.0, LDHA inh -2, Vif-A3F inh 1%, ERG-DNA inh 2%, D2 antagonist -4, RGS4 inh -30%, Vif-A3G inh 0% and GRP78 ERSR act -2%.
For CCCCNC(=S)NNC(=O)c1nn(C)c(C)c1Cl the results were 12-LOX inh -4%, D2 agonist 0.3, LDHA inh 2, Vif-A3F inh 0%, ERG-DNA inh -7%, D2 antagonist 16, RGS4 inh 4%, Vif-A3G inh 0% and GRP78 ERSR act 1%.
For Cc1nc2nc(SCC(=O)NC3CCCCC3)nn2c(C)c1Cc1ccccc1Cl the results were 12-LOX inh -2%, D2 agonist -0.1, LDHA inh -4, Vif-A3F inh -9%, ERG-DNA inh -2%, RGS4 inh 22%, Vif-A3G inh 1% and GRP78 ERSR act 0%.
O=C1CCc2cc(NS(=O)(=O)c3ccc(F)cc3)cc3c2N1CC3 was read as 12-LOX inh -9%, D2 agonist 0.7, LDHA inh 0, Vif-A3F inh -7%, ERG-DNA inh -5%, D2 antagonist -4, RGS4 inh 43%, Vif-A3G inh -5% and GRP78 ERSR act -2%.
For CCOC(=O)c1ccc(NC(=O)C(CC)Sc2nc3ncccc3o2)cc1 (stereo not drawn) the results were 12-LOX inh -1%, D2 agonist 2.0, LDHA inh 3, ERG-DNA inh -1% and RGS4 inh 0%.
`Cc1cc(C)c(NS(=O)(=O)c2ccc(-c3cnc(C4CC4)o3)cc2)c(C)c1` gave 12-LOX inh -23%, D2 agonist 0.4, LDHA inh -1, Vif-A3F inh -1%, ERG-DNA inh -4%, RGS4 inh -2%, Vif-A3G inh -9% and GRP78 ERSR act -3%.
For CCOc1ccc(CCNC(=O)Cc2ccc(NC(=O)N3CCSc4ncccc43)cc2)cc1 the results were 12-LOX inh -10%, D2 agonist 0.0, LDHA inh -9, Vif-A3F inh 4%, ERG-DNA inh 7%, RGS4 inh 12%, Vif-A3G inh 7% and GRP78 ERSR act 0%.
For CSc1ccccc1NC(=O)c1ccc2c(c1)CCN2S(C)(=O)=O the results were 12-LOX inh 0%, D2 agonist 0.6, LDHA inh -1, Vif-A3F inh 2%, ERG-DNA inh 11%, D2 antagonist 7, RGS4 inh -8%, Vif-A3G inh 0% and GRP78 ERSR act 4%.
For O=C(CN1C2CCC1CC(NC(=O)NC1CCCCC1)C2)NC1CC1 (stereo not drawn) the results were 12-LOX inh inconclusive, D2 agonist 0.2, LDHA inh 2, Vif-A3F inh 2%, ERG-DNA inh -1%, D2 antagonist 1, RGS4 inh -21%, Vif-A3G inh 3% and GRP78 ERSR act -3%.
Cc1ccccc1CC1(CO)CCCN(C(=O)c2ccoc2)C1 (stereo not drawn) was read as 12-LOX inh 2%, LDHA inh -1, Vif-A3F inh 7%, Vif-A3G inh -2% and GRP78 ERSR act -5%.
For Clc1ccccc1-c1nnc(-c2cccs2)o1 the results were 12-LOX inh -4%, D2 agonist 5.9, LDHA inh -8, Vif-A3F inh 7%, ERG-DNA inh -4%, D2 antagonist -3, RGS4 inh 15%, Vif-A3G inh -9% and GRP78 ERSR act -4%.
For CCOc1nc(-c2ccccc2Cl)ccc1C#N the results were 12-LOX inh 12%, D2 agonist -1.3, LDHA inh -3, Vif-A3F inh -8%, ERG-DNA inh -7%, D2 antagonist -12, RGS4 inh 6%, Vif-A3G inh -15% and GRP78 ERSR act -4%.
CC1CCN(C(=O)CCCNC(=O)Cn2cnc3sc4c(c3c2=O)CCCC4)CC1 was read as 12-LOX inh 0%, LDHA inh 0, ERG-DNA inh -4%, RGS4 inh -1%, Vif-A3G inh -1% and GRP78 ERSR act -3%.
For CC(c1ccco1)N(C(=O)C12CC3CC(CC(C3)C1)C2)c1ccccn1 (stereo not drawn) the results were 12-LOX inh inconclusive, D2 agonist -0.4, LDHA inh -2, Vif-A3F inh -3%, ERG-DNA inh -2%, D2 antagonist 15, RGS4 inh -9%[11.4 µM], Vif-A3G inh 4% and GRP78 ERSR act -4%.
`O=C(Nc1ccc2c(c1)OCO2)C1CC(c2ccc(Cl)cc2)=NO1` (stereo not drawn) gave 12-LOX inh 26%, D2 agonist 0.3, LDHA inh -7, Vif-A3F inh 3%, ERG-DNA inh -19%, D2 antagonist -4, RGS4 inh 2%, Vif-A3G inh -2% and GRP78 ERSR act -6%.

This is a subset (hit frequency here may not be typical).
